# TROY signal inh – inhibitors of TROY-driven NF-kB signaling, primary screen, Q293 LMP1-TROYcd cells, NF-kB luciferase, uHTS; Q293 LMP1-TROYcd NF-kB luciferase reporter, 4 h; inhibition, % at 10 µM; 0.98% of 360,000 active;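 active means compounds whose plate-normalised and pattern-corrected inhibition of the luciferase reporter signal at the single screening dose is 50% or more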
# LRH-1 inv ag – LRH-1 (NR5A2) inverse agonists, primary screen, cell-based, luminescence, HEK293T, StAR-luciferase reporter; Nuclear receptor subfamily 5 group A member 2 (Homo sapiens), O00482; LRH-1 transfected, 24 h; inhibition, % at 3.6 µM; 0.13% of 360,000 active;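 active means inhibition above the mean inhibition of all tested compounds plus 3 SD, cut at about 73% in these data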;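 further: 0% = DMSO wells and 100% = reporter-only cells lacking LRH-1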
# Target sequence (O00482 whole entry, looked up): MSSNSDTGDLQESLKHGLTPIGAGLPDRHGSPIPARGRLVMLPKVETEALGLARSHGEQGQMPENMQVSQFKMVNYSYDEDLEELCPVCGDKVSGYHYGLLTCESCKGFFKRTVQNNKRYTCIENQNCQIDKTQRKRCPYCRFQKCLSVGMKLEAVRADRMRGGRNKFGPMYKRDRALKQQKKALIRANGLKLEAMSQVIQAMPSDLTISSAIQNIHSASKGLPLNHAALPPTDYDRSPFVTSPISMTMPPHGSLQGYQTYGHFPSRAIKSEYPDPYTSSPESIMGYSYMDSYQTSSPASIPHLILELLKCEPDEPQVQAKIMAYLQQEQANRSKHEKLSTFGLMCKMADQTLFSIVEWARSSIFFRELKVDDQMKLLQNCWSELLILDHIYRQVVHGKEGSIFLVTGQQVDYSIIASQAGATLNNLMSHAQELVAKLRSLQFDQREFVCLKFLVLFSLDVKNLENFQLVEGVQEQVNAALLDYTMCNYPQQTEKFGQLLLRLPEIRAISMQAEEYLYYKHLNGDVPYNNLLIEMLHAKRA
# SRC1 inh – SRC1 coactivator transcriptional activity inhibitors, primary screen, cell-based, luminescence | 0.12% of 360,000 active | inhibition, % at 3.6 µM | AID 588354, 2011 | HEK293 GAL4-SRC1 luciferase reporter | Nuclear receptor coactivator 1 (Homo sapiens), Q15788;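 active means inhibition above the campaign mean plus 3 SD, with each screening campaign given its own cutoff, cut at about 60% in these data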;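 further: 0% = DMSO treated cells and 100% = gossypol at 36 µM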
# SRC3 inh – SRC3 coactivator transcriptional activity inhibitors, primary screen, cell-based, luminescence; Nuclear receptor coactivator 3 (Homo sapiens), Q9Y6Q9; HEK293 GAL4-SRC3 luciferase reporter; inhibition, % at 3.6 µM; 0.17% of 360,000 active; AID 588352, 2011;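 active means inhibition above a per-campaign cutoff, the mean of all compounds plus 3 SD, cut at about 60% in these data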;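 further: 0% = DMSO-treated cells and 100% = gossypol-treated cells at 36 µM; higher means less SRC3-driven luciferase light from the GAL4 reporter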
# KKLEB cytotox – cytotoxicity in KKLEB CF airway cells, primary screen, cytotoxicity control for CF NF-kB inhibitor project, cell-based, uHTS, fluorescence assay plates. AID 602141, 2011. KKLEB CF airway cells viability, ATPlite luminescence, overnight; hits give low values; cells stimulated with P. aeruginosa culture filtrate. 0.36% of 360,000 active. activity change (cytotoxicity), % at 5 µM;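 active means corrected activity change at or below -50% at 5 µM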
# SRC2 inh – inhibition of GAL4-SRC2 driven luciferase reporter, primary screen, SRC2 inhibitor project, cell-based, luminescence; Nuclear receptor coactivator 2 (Homo sapiens), Q15596; HEK293 GAL4-SRC2 luciferase reporter; inhibition, % at 9 µM; 0.17% of 370,000 active; AID 651957, 2012;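 active means inhibition above the mean inhibition of all tested compounds plus 3 SD, set per campaign, cut at about 52% in these data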;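 further: 0% = DMSO treated cells and 100% = cells given Gossypol at 36 µM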
# TWEAK-Fn14 inh – inhibitors of TWEAK-Fn14 signaling, primary screen, luciferase reporter cells, uHTS. AID 1159606, 2016. 2% of 360,000 active. TWEAK-stimulated Fn14 reporter cells, luciferase luminescence, 8 h. inhibition, % at 10 µM; in the data active means inhibition above about 50%
# C8 TRAIL sens – viability loss with TRAIL in NB7+C8 cells, primary screen, TRAIL sensitizer project, cell-based, ATPlite luminescence | inhibition (viability loss, TRAIL sensitization), % at 10 µM | 1% of 360,000 active | AID 624354, 2012;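 active means compounds causing at least 50% loss of cell viability in the single-dose screen, relative to plate controls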
# CF NFkB inh – inhibitors of PAF-induced NF-kB signaling, primary screen, cell-based, GFP fluorescence, uHTS. AID 588850, 2011. inhibition, % at 5 µM. KKLEB NF-kB-GFP reporter, GFP fluorescence overnight. 0.86% of 360,000 active;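 active means at least 50% inhibition at 5 µM, scaled per plate between neutral and stimulator controls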;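 further: PAF is a Pseudomonas aeruginosa culture filtrate used as stimulus; plate controls were PAF-stimulated DMSO wells for no effect and unstimulated DMSO wells for full effect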
# LMP1 NFkB inh – EBV LMP1-driven NF-kappaB luciferase reporter inhibitors, primary screen, cell-based, luminescence, single point; inhibition, % at 12.5 µM; LMP1-induced NF-kappaB luciferase reporter cells; AID 504558, 2011; 0.69% of 350,000 active; in the data active means inhibition above about 41%;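 further: 0% = neutral control wells and 100% = reference inhibitor control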
# COUP-TFII inh – NR2F2 transcriptional activity inhibitors, primary screen, cell-based, luciferase reporter, HEK293T, luminescence. COUP transcription factor 2 (Homo sapiens), P24468. HEK293T NGFI-A luciferase reporter. inhibition, % at 8.6 µM. 0.7% of 370,000 active. AID 686940, 2013;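 active means inhibition above a per-plate cutoff, mean inhibition of test wells between control levels plus 3 SD, cut at about 38% in these data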;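 further: cells cotransfected with COUP-TFII expression vector driving the NGFI-A reporter; 0% = median of COUP-TF2 test wells and 100% = reporter-only cells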
# Target sequence (P24468 whole entry, looked up): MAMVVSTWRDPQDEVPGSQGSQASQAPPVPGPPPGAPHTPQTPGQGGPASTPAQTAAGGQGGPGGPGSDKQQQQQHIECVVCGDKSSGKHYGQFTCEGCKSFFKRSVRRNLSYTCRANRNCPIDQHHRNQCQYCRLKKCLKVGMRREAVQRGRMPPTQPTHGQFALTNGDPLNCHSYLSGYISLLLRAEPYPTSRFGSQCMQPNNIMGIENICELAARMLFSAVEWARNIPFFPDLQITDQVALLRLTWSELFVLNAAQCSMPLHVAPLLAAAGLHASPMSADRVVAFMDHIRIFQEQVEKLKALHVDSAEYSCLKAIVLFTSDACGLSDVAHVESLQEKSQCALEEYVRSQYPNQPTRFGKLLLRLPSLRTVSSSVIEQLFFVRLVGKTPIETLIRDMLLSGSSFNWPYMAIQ
# * = called active by the depositor; . = no result given.
SMILES,TROY signal inh,LRH-1 inv ag,SRC1 inh,SRC3 inh,KKLEB cytotox,SRC2 inh,TWEAK-Fn14 inh,C8 TRAIL sens,CF NFkB inh,LMP1 NFkB inh,COUP-TFII inh
O=C(/C=C/c1cccnc1)c1ccccc1O,-23,20,3,-6,-2,-27,-13,8,-16,7,-4
COc1ccc(CNC(=O)C2CCN(S(=O)(=O)c3cccnc3)CC2)cc1,-5,-4,9,-2,7,-28,1,-5,3,-3,12
CN(C)CCNC(=O)c1sc2cccc(F)c2c1Cl,-12,-7,-16,-6,5,0,-11,-2,10,-1,-6
O=C(Nc1ccc(Cl)cn1)C1CCN(S(=O)(=O)c2cccs2)CC1,10,21,-21,7,3,20,27,12,7,25,53*
COc1ccccc1CNC(=O)COC(=O)c1ccccn1,-8,5,-5,7,-11,12,-4,2,6,0,-12
N#CCc1nn2c3c(cnc2c1C#N)C(=O)CCC3,6,2,3,11,0,7,6,13,3,-5,-7
O=C1/C(=C\c2ccc(Br)cc2)SC(=S)N1NS(=O)(=O)c1ccccc1,11,-2,-5,-5,10,-2,-1,4,6,3,-16
O=C(O)c1cccc(S(=O)(=O)N2CCN(Cc3ccc4c(c3)OCO4)CC2)c1,2,7,-7,5,-5,2,-7,-1,1,-10,-11
Cc1ccc(NC(=O)CNC(=O)c2ccc(C)s2)nc1,-39,-15,-7,3,2,-17,-2,-4,19,-3,0
Cn1c2ccccc2c(=O)c2c(=O)n(-c3ccc(F)cc3)c(-c3cccs3)nc21,-16,12,-18,3,-15,-24,-55,-2,-57,-4,-18
CCCCNC(=O)C1(C)CCN1C(=O)c1cc2ccccc2s1 (centres undefined),-15,-12,-21,3,16,-1,15,-5,-30,.,7
O=C(O)CS(=O)(=O)CC(=O)O,3,5,0,-29,-1,-21,-15,-8,14,0,-1
C[C@H](c1ccccc1)N1C[C@H](COCc2ccccc2)Oc2cc(N3CCC[C@H]3C(N)=O)ccc2S1(=O)=O,-7,-5,.,.,.,-1,-9,-8,.,.,-6
CCOC(=O)C1(C)CCCN(C(=O)c2cccc3ccccc23)C1 (centres undefined),13,3,2,10,3,12,6,-11,8,.,-17
Cc1ccccc1-n1c(C)nnc1SCC(=O)NNC(=O)c1ccccc1,4,10,-3,17,-1,4,12,1,9,-6,-2
COc1ccc(C(=O)N2CCCCC2c2cc(C(=O)Nc3ccc(OC)cc3C)no2)cc1 (centres undefined),7,14,-6,-10,13,13,9,-10,-10,.,12
Clc1cccc(/C=N/N2CCN(Cc3ccccc3)CC2)c1,-47,2,-40,-17,12,-71,-34,-13,-13,-25,-28
COC(=O)c1c(NC(=O)C2COc3ccccc3O2)sc2c1CCN(Cc1ccccc1)C2 (centres undefined),24,18,12,20,13,-10,33,11,-2,16,16
Cc1nc(NC(=O)c2csc3ccccc23)sc1C,-20,-125,-96,-87,13,-16,49,-10,-28,-33,-34
COC(=O)C1=C(C)Nc2[nH]c(=S)[nH]c(=O)c2C1c1ccc(O)cc1 (centres undefined),2,11,5,16,-9,7,-2,-8,1,-4,-13
O=C(NCCCn1ccnc1)c1cc(-c2ccncc2)nc2ccccc12,-3,6,-4,-2,-4,-21,1,-14,-14,-1,0
O=C(NCCOc1nc(N2CCOCC2)nc(N2CCOCC2)n1)Nc1ccccc1,-6,-7,6,6,-4,1,16,-15,3,-4,10
Cc1cccc(OP(=O)(Nc2c(C)n(C)n(-c3ccccc3)c2=O)Oc2cccc(C)c2)c1,13,18,-8,11,2,8,-3,-5,-9,0,-8
O=C(NNC(=O)c1ccncc1)Nc1ccc(N=Nc2ccccc2)cc1,-37,19,-49,-62,-21,-75,-30,-19,-10,-39,-35
C=CCn1c(C)cc(C(=O)COC(=O)/C=C/c2c(C)nn(C3CCS(=O)(=O)C3)c2Cl)c1C (centres undefined),12,-5,-1,10,-9,-16,10,6,-1,14,15

# 11 structures from above, ordered by number of heavy atoms, largest number first.
SMILES,TROY signal inh,LRH-1 inv ag,SRC1 inh,SRC3 inh,KKLEB cytotox,SRC2 inh,TWEAK-Fn14 inh,C8 TRAIL sens,CF NFkB inh,LMP1 NFkB inh,COUP-TFII inh
C[C@H](c1ccccc1)N1C[C@H](COCc2ccccc2)Oc2cc(N3CCC[C@H]3C(N)=O)ccc2S1(=O)=O,-7,-5,.,.,.,-1,-9,-8,.,.,-6
Cc1cccc(OP(=O)(Nc2c(C)n(C)n(-c3ccccc3)c2=O)Oc2cccc(C)c2)c1,13,18,-8,11,2,8,-3,-5,-9,0,-8
O=C(NCCOc1nc(N2CCOCC2)nc(N2CCOCC2)n1)Nc1ccccc1,-6,-7,6,6,-4,1,16,-15,3,-4,10
Cc1ccccc1-n1c(C)nnc1SCC(=O)NNC(=O)c1ccccc1,4,10,-3,17,-1,4,12,1,9,-6,-2
O=C1/C(=C\c2ccc(Br)cc2)SC(=S)N1NS(=O)(=O)c1ccccc1,11,-2,-5,-5,10,-2,-1,4,6,3,-16
COC(=O)C1=C(C)Nc2[nH]c(=S)[nH]c(=O)c2C1c1ccc(O)cc1 (centres undefined),2,11,5,16,-9,7,-2,-8,1,-4,-13
CCCCNC(=O)C1(C)CCN1C(=O)c1cc2ccccc2s1 (centres undefined),-15,-12,-21,3,16,-1,15,-5,-30,.,7
Clc1cccc(/C=N/N2CCN(Cc3ccccc3)CC2)c1,-47,2,-40,-17,12,-71,-34,-13,-13,-25,-28
Cc1nc(NC(=O)c2csc3ccccc23)sc1C,-20,-125,-96,-87,13,-16,49,-10,-28,-33,-34
O=C(/C=C/c1cccnc1)c1ccccc1O,-23,20,3,-6,-2,-27,-13,8,-16,7,-4
O=C(O)CS(=O)(=O)CC(=O)O,3,5,0,-29,-1,-21,-15,-8,14,0,-1

# Remaining list, next part:
SMILES,TROY signal inh,LRH-1 inv ag,SRC1 inh,SRC3 inh,KKLEB cytotox,SRC2 inh,TWEAK-Fn14 inh,C8 TRAIL sens,CF NFkB inh,LMP1 NFkB inh,COUP-TFII inh
COc1ccccc1N(C(=O)c1ccncc1)c1nc(-c2ccc([N+](=O)[O-])cc2)cs1,17,5,-22,-2,-27,-15,18,1,42,2,1
CCCCN1C[C@H](C)[C@@H](CC(=O)Nc2ccccc2)C1=O,-5,11,2,0,-13,-6,-11,-4,-1,-3,-6
COc1ccc(Cc2nc3ccc(C(=O)N4CCN(C)C(C)C4)cc3o2)cc1OC (centres undefined),15,29,19,20,-5,26,14,10,1,22,49*
Cc1ccc(N2C(=O)c3sc4nnc(C)c(=O)n4c3C2=O)cc1,20,0,-13,1,1,13,6,-6,9,-10,6
CC(=O)c1ccc(S(=O)(=O)N(C)CCCC(=O)N(C)Cc2c(F)cccc2Cl)cc1,11,8,2,10,-5,19,6,-23,3,-7,-7
CC1(C)CC2CC(C)(CN2C(=S)Nc2ccccc2F)C1 (centres undefined),-1,0,4,17,-11,-13,-6,0,2,-12,1
S=C(NCCCN1CCOCC1)Nc1ccc(-c2nc3ccccc3[nH]2)cc1,-27,-26,-7,-11,19,6,-18,-9,-5,-16,8
CCCCNC(=O)CN1C(=O)NC(Cc2ccccc2)(Cc2ccccc2)C1=O,-16,-6,-8,16,-15,-6,15,-7,-6,4,-6
Cc1coc2c1c(C)cc1oc(=O)c(CC(=O)NCCCN3CCCC3=O)c(C)c12,-23,4,5,9,-9,8,-25,-17,-39,-7,0
O=C(CSc1nnc(-c2cccnc2)o1)OC1CCCCC1,4,-8,-8,6,-10,-13,4,-24,10,-15,1
COc1ccc(S(=O)(=O)Oc2ccc3c(c2)O/C(=C\c2cccnc2)C3=O)cc1,41,19,-2,23,-4,9,23,8,-8,5,6
CCc1nn(CC(=O)NCCCN2CCN(C)CC2)c(=O)c2cc3sc(C)cc3n12,-11,19,-32,8,-10,-23,7,-11,-5,0,-21
CC1CCCCC1NC(=O)c1cn(C)c2ccc(S(=O)(=O)N3CCOCC3)cc2c1=O (centres undefined),9,0,-13,19,10,-67,-7,-16,-13,0,9
COCCn1c(SCc2ccc(C(=O)OC)o2)nnc1-c1c[nH]c2ccccc12,3,-5,12,6,16,-10,-19,-5,-7,47*,5
C#Cc1ccc([C@@H]2C=C(C(=O)NCc3ccccc3)O[C@H](OCCCCO)C2)cc1,1,-21,-12,-7,19,-7,-3,-14,-20,5,7
CN(C)CCNC(=S)Nc1ccc(F)c(F)c1F,1,3,-10,-10,8,-12,7,-13,16,10,6
Cc1ccc(Oc2cc(N3CCOCC3)nc(-c3ccccc3)n2)cc1,5,10,-28,6,-15,19,-3,1,-2,-8,-6
COc1ccc(CNc2cccc(C)n2)c(O)c1,1,6,0,13,1,-3,0,1,1,3,-12
O=C(Nc1cccc(-n2cccn2)c1)C1CCCN(Cc2cc3ccccc3[nH]2)C1 (centres undefined),-18,19,-14,6,-13,-53,10,12,-7,-3,3
CC(C)CC(N)c1csc(Nc2ccccn2)n1 (centres undefined),-12,2,1,-13,-11,-31,-13,-4,25,.,4
Cc1cc2ccccn2c1C(=O)c1nc(NCc2ccccc2)ncc1Cl,41,-4,-28,-13,-8,-9,26,-5,13,4,10
COc1cc2c(c(OC)c1CC=C(C)C)C[C@H](c1ccc(O)cc1O)CO2,13,-6,-12,-6,9,-5,14,-13,22,-11,2
c1ccc(-c2cc(N3CCCCC3)c3ccccc3n2)cc1,15,14,1,14,0,17,-16,9,0,-9,-17
CCC(CC)C1C(C#N)=C(N)Oc2cc(C)oc(=O)c21 (centres undefined),12,-1,-11,-1,16,10,6,-13,-2,-2,13
COc1cc(Cn2c3ccc(NC(=O)CCc4cccnc4)cc3c(=O)n2C)ccc1F,-11,12,10,6,-10,3,15,3,25,.,-21
Cc1n[nH]c(=O)c2c(NC(=O)CSc3nc4ccccc4c(=O)n3CCCO)oc(C)c12,21,1,2,10,-2,-16,-1,-14,-14,0,4

# Three entries from above, arranged by count of non-hydrogen atoms, rising.
SMILES,TROY signal inh,LRH-1 inv ag,SRC1 inh,SRC3 inh,KKLEB cytotox,SRC2 inh,TWEAK-Fn14 inh,C8 TRAIL sens,CF NFkB inh,LMP1 NFkB inh,COUP-TFII inh
CC1(C)CC2CC(C)(CN2C(=S)Nc2ccccc2F)C1 (centres undefined),-1,0,4,17,-11,-13,-6,0,2,-12,1
c1ccc(-c2cc(N3CCCCC3)c3ccccc3n2)cc1,15,14,1,14,0,17,-16,9,0,-9,-17
CCc1nn(CC(=O)NCCCN2CCN(C)CC2)c(=O)c2cc3sc(C)cc3n12,-11,19,-32,8,-10,-23,7,-11,-5,0,-21

# Compound activity as filed in PubChem.
